proCasp3 act = activates human procaspase-3. activation, % at 8.5 µM. P42574. actives 0.11% (n = 330,000). AID 463141. recombinant procaspase-3 D3A, Ac-DEVD-pNA absorbance 405 nm;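 active = activation above the mean of all tested compounds plus 3 SD, cut at about 21% in these data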;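 also: 0% = DMSO alone and 100% = DMSO wells spiked with extra 5 µM PC-3 D3A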
Target sequence (P42574 whole entry D9A/D28A/D175A): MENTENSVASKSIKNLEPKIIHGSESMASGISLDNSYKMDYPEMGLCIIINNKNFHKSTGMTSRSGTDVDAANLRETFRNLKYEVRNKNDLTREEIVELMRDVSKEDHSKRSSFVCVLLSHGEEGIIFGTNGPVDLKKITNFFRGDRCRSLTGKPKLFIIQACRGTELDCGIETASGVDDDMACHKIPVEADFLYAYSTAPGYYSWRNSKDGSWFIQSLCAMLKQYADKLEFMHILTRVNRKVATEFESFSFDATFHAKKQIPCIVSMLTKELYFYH
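System: Procaspase-3 D3A mutant. Medium: Zinc-free 300 mM NaCl, 50 mM HEPES, 0.01% Triton X-100. Schedule: 1 h preincubation plus 2 h reaction at 25 °C. Measured by: 405 nm absorbance of p-nitroaniline, reads at 0 and 120 min. Read-out: percent activation relative to control range.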
CTSL1 counter = blocks F. hepatica cathepsin L1 in PFM18AAP counter-screen. recombinant F. hepatica cathepsin L1, Z-Leu-Arg-MCA fluorescence. inhibition, % at 5.96 µM. actives 0.49% (n = 300,000). AID 1906;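 active = inhibition above the mean of all tested compounds plus 3 SD, set per screening campaign, cut at about 17% in these data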;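 also: 0% = plate median of test compound wells and 100% = 1 µM Z-Phe-Ala-diazomethylketone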
procasp7 counter = activates human procaspase-7, counter-screen for procaspase-3 activators. activation, % at 8.5 µM. recombinant procaspase-7, Ac-DEVD-pNA absorbance 405 nm; D23A/D198A/D206A triple mutant, cannot self-cleave; scale: DMSO 0, 5 µM enzyme 100. P55210. actives 0.093% (n = 330,000);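 active = percent activation above the screen-wide mean plus 3 SD, cut at about 25% in these data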
Target sequence (P55210 whole entry D23A/D198A/D206A): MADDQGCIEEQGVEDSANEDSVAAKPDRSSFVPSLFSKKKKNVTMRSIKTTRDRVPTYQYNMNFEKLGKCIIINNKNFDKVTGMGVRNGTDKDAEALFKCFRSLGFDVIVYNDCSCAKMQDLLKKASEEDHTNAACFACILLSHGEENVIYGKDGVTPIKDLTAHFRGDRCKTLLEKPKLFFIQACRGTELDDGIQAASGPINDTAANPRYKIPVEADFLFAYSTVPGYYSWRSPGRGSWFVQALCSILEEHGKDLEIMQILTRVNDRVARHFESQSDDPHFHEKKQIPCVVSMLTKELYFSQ
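Assay system: Uncleavable procaspase-7 mutant enzyme / Input: 2 µM procaspase-7 mutant as dispensed / Dosing: single nominal 8.5 µM compound dose, 0.8% DMSO final / Timing: 1 h enzyme–compound preincubation and 2 h substrate reaction, both 25 °C / Detection: p-Nitroaniline absorbance at 405 nm, read at 0 and 120 min / Replication: singlicate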
GASC-1 inh = inhibitors of human GASC-1 (JMJD2C) demethylase. actives 0.069% (n = 330,000). GST-JMJD2C(1-420) H3K9me3 demethylation, DELFIA europium. inhibition, % at 2.35 µM;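 active = more than half of a compound's replicate wells show inhibition beyond 50%, single wells judged on their own value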;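 also: signal counts dimethyl H3K9 product captured on neutravidin plate; 0% = median of DMSO wells and 100% = 0.3 times that DMSO median; strong numbers were not always called active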
TPT1 inhibitor = inhibitors of Candida albicans tRNA 2'-phosphotransferase TPT1. inhibition, % at 5 µM. recombinant caTPT1, FP RNA substrate dephosphorylation. actives 0.81% (n = 300,000). AID 1962;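 active = inhibition above the mean of all tested compounds plus 3 SD, set per screening campaign, cut at about 24% in these data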;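 also: plate controls were DMSO alone for no effect and ferristatin control at 100 nM for full effect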
core dimer inh = blocks dimerization of HCV core protein; TR-FRET GST/Flag-core106 dimerization, 1536-well; inhibition, % at 5 µM; actives 0.33% (n = 300,000);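 active = inhibition above the mean of all tested compounds plus 3 SD, set per screening campaign, cut at about 45% in these data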
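Material: GST/Flag-tagged HCV core106 proteins. Incubation: 4 h, 22.5 °C incubation. Read-out basis: inhibition (%) from 671 over 617 nm ratio. Measured by: TR-FRET, excitation 340 nm, emission 617 and 671 nm.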
PP1 counter = PP1-alpha (human) inhibition in PP5 counter-screen; P62136; inhibition, % at 6.7 µM; purified PP1alpha, OMFP fluorescence; actives 0.9% (n = 320,000);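 active = inhibition above the mean inhibition of all tested compounds plus 3 SD, computed separately for each screening campaign, cut at about 15% in these data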
Efflux pump inh = blocks antifungal efflux pumps in multiplex yeast assay; actives 0.44% (n = 330,000); AID 485275; S. cerevisiae Candida pump triplex, Nile Red efflux; inhibition, % at 10 µM;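 active = plate passing quality check with inhibition over a set limit, or well fluorescence over plate mean plus 4 SD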;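 also: Nile Red retained in pooled yeast measured as flow cytometry median fluorescence; 0% = buffer negative control and 100% = Enniatin B positive control; higher means more Nile Red kept so more efflux inhibition; some compounds called inactive have numbers as strong as hits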
PP5 inh = inhibitors of human protein phosphatase 5 (PP5). P53041. purified PP5c, OMFP substrate fluorescence. actives 0.18% (n = 320,000). inhibition, % at 6.7 µM;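 active = inhibition above the campaign's mean inhibition across all tested compounds plus 3 SD, cut at about 9.5% in these data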;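 also: 0% = DMSO only and 100% = 100 µM cantharidin control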
Target sequence (P53041 whole entry, looked up): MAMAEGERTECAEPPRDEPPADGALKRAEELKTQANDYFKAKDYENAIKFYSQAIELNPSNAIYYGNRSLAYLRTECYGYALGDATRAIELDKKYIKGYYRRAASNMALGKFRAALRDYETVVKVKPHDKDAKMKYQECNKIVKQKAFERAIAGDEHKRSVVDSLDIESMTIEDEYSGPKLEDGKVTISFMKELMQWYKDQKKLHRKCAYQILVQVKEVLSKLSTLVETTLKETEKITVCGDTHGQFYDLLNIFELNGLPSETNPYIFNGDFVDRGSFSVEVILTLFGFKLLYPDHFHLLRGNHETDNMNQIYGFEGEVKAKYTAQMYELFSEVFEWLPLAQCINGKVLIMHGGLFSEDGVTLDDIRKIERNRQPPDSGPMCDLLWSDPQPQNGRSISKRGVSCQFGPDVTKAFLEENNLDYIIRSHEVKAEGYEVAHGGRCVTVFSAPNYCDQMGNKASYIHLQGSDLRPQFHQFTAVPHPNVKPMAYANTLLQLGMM
Active calls of the source: *; / = no result given.

SMILES	proCasp3 act	CTSL1 counter	procasp7 counter	GASC-1 inh	TPT1 inhibitor	core dimer inh	PP1 counter	Efflux pump inh	PP5 inh
CN(C(=O)CSc1n[nH]c(-c2cccs2)n1)C1CCS(=O)(=O)C1 (stereo unspecified)	-0.1	-0.1	3.9	0.5	-0.7	-4.9	-3.5	-0.1	-2.8
CC(OC(=O)CC1CCCCC1)C(=O)Nc1ccc(S(N)(=O)=O)cc1 (stereo unspecified)	-2.2	-2.8	8.3	-1.7	-0.3	-0.7	-0.4	0.0	0.1
COCCN(C(=O)Cc1cccs1)C(C(=O)NCc1ccc(OC)cc1)c1ccc(OC)cc1 (stereo unspecified)	3.0	-0.9	5.8	-19.8	2.9	4.5	4.8	-0.1	-0.1
N#C/C(=C\c1ccc(-c2cccc([N+](=O)[O-])c2)o1)c1nnc(N2CCOCC2)n1-c1ccccc1	-6.9	3.0	4.4	-4.4	11.7	9.6	-1.1	0.0	2.5
C[C@H](NC(=O)OC(C)(C)C)c1nnc(SCC(N)=O)o1	-1.8	-4.0	8.8	-2.6	-2.8	-5.0	-1.7	-0.3	-0.3
COc1ccccc1NC(=S)NNC(=O)c1ccccc1	1.7	-2.3	-1.9	2.5	-6.4	-5.2	-1.6	-0.1	0.5
CCc1ccc2nc(N(CCCN(C)C)C(=O)c3ccc4c(c3)OCCO4)sc2c1	3.9	3.0	13.6	-10.0	-0.6	0.4	-0.2	0.0	-2.2
COc1nnc(-c2ccccc2)s1	6.6	1.9	-6.0	1.5	-1.8	-5.4	-1.8	-0.1	0.5
COc1ccc(S(=O)(=O)N(C)c2ccc(C(=O)NCc3ccco3)cc2)cc1OC	3.4	0.8	2.5	0.3	2.0	-3.6	-3.7	0.9	-1.5
Cc1nn2c(NCC(C)C)c3c(nc2c1-c1ccccc1)CCC3	0.9	1.3	3.4	-6.1	0.4	4.8	-0.4	-0.1	2.1
Cc1cnc(C(=O)OC(C)C(=O)Nc2ccc(Oc3ccccc3)cc2)cn1 (stereo unspecified)	3.7	/	-5.1	-0.1	/	/	-2.5	-0.1	0.8
COc1ccc(S(=O)(=O)N2CCC(C(=O)N[C@@H](C)C(=O)NCc3ccncc3)CC2)cc1	-2.4	0.1	7.6	-1.6	-1.1	1.8	-5.0	-0.2	0.8
Cc1ccc(S(=O)(=O)Nc2ccc(C(=O)N3CCOCC3)cc2)cc1	2.1	-3.0	10.5	10.0	-0.1	-15.9	-0.3	-0.1	-0.5
Cc1nc(C(=O)Nc2ccc(Cl)cc2)sc1C1(C)CC(c2ccccc2)=NO1 (stereo unspecified)	-7.4	-1.4	1.2	57.4	-0.5	13.4	2.1	-0.4	-1.1
COc1ccc(S(=O)(=O)Nc2c(C)nc3nc(C)[nH]n3c2=O)cc1	7.6	-0.2	-12.1	-4.2	2.1	-1.4	4.0	-0.1	-2.6
COc1ccc(C)cc1NC(=O)CNC(=O)[C@@H]1Cc2ccccc2CN1	5.1	8.1	4.7	-9.2	-3.7	-9.4	2.1	0.0	3.8
Cc1ccc2nc(-c3ccccc3)c(CN3CCOCC3)n2c1	0.5	-3.4	3.3	-22.0	0.8	-2.5	-1.3	0.0	-4.0
CN1C(=O)Cc2cc(S(=O)(=O)N3CCN(c4ccc(Cl)cc4)CC3)ccc21	1.6	-3.2	5.5	4.9	5.6	22.6	7.3	0.1	-1.7
CCOC(=O)Cc1csc(N/N=C/c2ccc(Cl)cc2)n1	-0.6	3.6	6.7	0.2	3.7	0.6	0.6	0.1	-1.5
Cc1ccccc1OCc1nnc(SCC(=O)Nc2ccc3nc(SCC(=O)NC(C)(C)C)sc3c2)n1C	-1.1	-9.0	15.3	4.4	1.8	19.9	-0.6	-0.2	1.6
COc1cc(NC(=O)c2cc(-c3ccco3)on2)cc(OC)c1OC	-0.9	10.3	-3.9	5.9	-1.2	9.7	-3.0	0.2	1.0
CC1CCC(NC(=O)CSc2nncs2)CC1 (stereo unspecified)	11.0	0.5	6.0	-3.0	-0.9	3.9	-6.6	0.0	0.0
CC(NC(=O)CN1CCN(Cc2ccc(Cl)cc2)C1=O)c1ccc2c(c1)OCCO2 (stereo unspecified)	0.8	0.7	-3.2	-5.5	-1.7	1.9	2.4	0.1	2.1
C[C@H](NC(=O)CCCn1nnc2ccccc2c1=O)C(=O)O	4.6	-5.0	3.7	-14.5	3.2	-1.4	-1.8	0.3	-1.6
O=C(OCCO)c1cc(Cl)c(C(=O)OCCO)cc1Cl	9.9	0.1	0.7	11.3	3.4	-3.4	-2.0	0.0	-1.9

Next results follow:
SMILES	proCasp3 act	CTSL1 counter	procasp7 counter	GASC-1 inh	TPT1 inhibitor	core dimer inh	PP1 counter	Efflux pump inh	PP5 inh
CCN(CC)C(=O)CNC(=O)Cc1ccc(Cl)cc1	-4.8	7.6	4.0	29.9	-0.2	-2.8	0.2	-0.1	-0.7
C=CCSC(=S)Nc1c(C)n(C)n(-c2ccccc2)c1=O	-6.1	-1.0	2.3	12.0	-0.4	-8.2	-1.3	-0.1	0.4
O=C(NC1CC2CCCC(C1)N2C(=S)Nc1ccccc1Cl)C1CC1 (stereo unspecified)	2.6	-0.2	-0.1	3.6	0.0	-8.2	0.9	0.1	-0.1
O=C(CCCC(=O)N(CC(=O)NC1CCCCC1)c1cccc(F)c1)Nc1ccccn1	3.2	-2.4	-9.1	-3.4	1.3	4.9	-0.2	0.1	0.5
O=C(/C=C/c1cccs1)NC1CC1	4.1	-4.6	-3.3	-3.6	2.4	-4.1	-3.5	0.0	2.5
CC(=O)Nc1ccc(S(=O)(=O)NNC(=S)NCc2ccco2)cc1	0.8	1.0	11.9	0.7	-3.1	6.8	-2.2	-0.2	0.4
CCn1ncc(C2=NOC(C(=O)Nc3cnn(C45CC6CC(CC(C6)C4)C5)c3)C2)c1C (stereo unspecified)	-1.8	1.0	-6.1	6.1	-7.4	1.7	0.0	0.1	0.4
CC(=O)c1ccc(N2CCN(CC(O)COCc3ccco3)CC2)cc1 (stereo unspecified)	1.2	-0.4	-3.3	3.1	-1.6	-3.0	-1.9	0.0	1.9
O=C(NCCc1ccccn1)c1cccc(S(=O)(=O)N2CCCCCC2)c1	2.1	-6.4	10.6	3.3	-2.0	-2.5	-6.1	0.0	1.6
NC(=O)c1cc2ccccc2o/c1=N/NC(=O)c1ccccc1	-4.1	5.8	4.7	-0.4	1.4	-0.9	-5.3	-0.2	2.0
Cn1nnnc1SCC(=O)NC1CCCC1	-3.1	-0.7	2.5	-1.9	1.4	6.2	-4.5	0.2	2.5
CCOC(=O)N1CCC(N2C(=O)c3ccccc3C2Nc2ccc3c(C)cc(=O)oc3c2)CC1 (stereo unspecified)	-1.1	3.7	4.3	-4.6	-0.2	3.8	0.3	-0.1	-0.6
CN(C)CCNC(=O)C1CCN(S(=O)(=O)c2ccc3ccccc3c2)CC1	2.1	9.7	6.3	2.2	-5.0	2.6	-10.2	0.0	-1.6
CCOc1cc(CNC(=O)CCCn2c(=O)c3cccn3c3cccnc32)cc(OCC)c1OCC	5.1	1.1	3.7	6.0	0.1	7.8	1.2	0.0	1.4
O=C(O)c1ccc(NCc2cccc(Br)c2)cc1	1.2	0.9	10.8	-3.9	-3.7	-6.4	-1.5	0.0	-0.4
O=C(CSc1ncccn1)N1CCN(C(c2ccccc2)c2ccccc2)CC1	1.2	0.4	-6.7	0.8	-5.1	3.9	-1.1	-0.2	3.2
OC[C@H](O)[C@H](O)[C@@H](O)[C@@H](O)[C@@H]1SC(c2ccccc2)=NN1c1ccccc1	11.4	0.2	0.0	-10.7	0.8	-7.6	0.9	0.0	2.5
O=C(c1ccncc1)N1CCN(S(=O)(=O)c2ccc(F)cc2)CC1	1.8	1.3	-1.5	-26.6	0.0	-0.1	-2.3	-0.1	0.3
CCc1cc(=O)oc2cc(C)cc(OCC(=O)NCCc3c[nH]c4ccccc34)c12	4.0	-0.3	1.9	-0.3	4.1	-3.4	10.0	-0.1	5.3
CC(C)(C)n1cnc(C(N)=O)c1N	-6.7	-1.0	-15.5	-2.0	-1.6	-1.5	-2.6	0.2	0.6
O=C(Nc1ccc(-c2nc3ccccc3o2)c(O)c1)c1cc(-n2cnnc2)ccc1Cl	3.9	4.7	1.2	-11.5	4.9	27.3	7.7	0.2	2.7
COc1ccc2ccc(=O)oc2c1CC(O)C(C)(C)O (stereo unspecified)	0.4	-0.6	7.0	-11.4	-0.7	-1.5	-2.3	0.1	2.5
COc1cc(/C=N/O)cc(Br)c1OCc1ccc(Cl)cc1	-5.5	4.4	15.2	3.7	-3.3	-9.6	0.7	0.0	7.0
O=C(O)c1cc(Br)ccc1NS(=O)(=O)c1cccc2nsnc12	-10.4	2.4	2.4	4.3	4.2	4.2	4.3	0.0	1.4
COC(=O)N1CCN(S(=O)(=O)c2ccc(F)cc2)CC1	5.6	-0.4	5.6	9.2	-0.2	-6.2	-1.2	-0.1	0.3
Cc1cccc(NC(=O)CN(C)S(=O)(=O)c2ccc(Cl)cc2)n1	-0.6	-4.3	6.0	14.2	-0.2	-3.6	-1.2	0.2	0.5
COC(=O)C1=C(C(=O)c2ccccc2)C(c2ccc(O)c(OC)c2)n2nnnc2N1 (stereo unspecified)	-3.7	4.0	2.7	5.9	-5.2	-4.3	-0.4	0.0	0.7
COc1cc(/C=N/NC(=O)CN2CCCCC2)ccc1OCc1ccc(Br)cc1	1.5	12.8	-1.6	-1.2	0.1	6.5	1.8	-1.2	-0.2

Full records, quoted from the list. Screens in order: proCasp3 act | CTSL1 counter | procasp7 counter | GASC-1 inh | TPT1 inhibitor | core dimer inh | PP1 counter | Efflux pump inh | PP5 inh
`O=C(c1ccncc1)N1CCN(S(=O)(=O)c2ccc(F)cc2)CC1` is listed as 1.8 | 1.3 | -1.5 | -26.6 | 0.0 | -0.1 | -2.3 | -0.1 | 0.3
`CC(=O)Nc1ccc(S(=O)(=O)NNC(=S)NCc2ccco2)cc1` is listed as 0.8 | 1.0 | 11.9 | 0.7 | -3.1 | 6.8 | -2.2 | -0.2 | 0.4
`O=C(CCCC(=O)N(CC(=O)NC1CCCCC1)c1cccc(F)c1)Nc1ccccn1` is listed as 3.2 | -2.4 | -9.1 | -3.4 | 1.3 | 4.9 | -0.2 | 0.1 | 0.5
`O=C(/C=C/c1cccs1)NC1CC1` is listed as 4.1 | -4.6 | -3.3 | -3.6 | 2.4 | -4.1 | -3.5 | 0.0 | 2.5
`O=C(CSc1ncccn1)N1CCN(C(c2ccccc2)c2ccccc2)CC1` is listed as 1.2 | 0.4 | -6.7 | 0.8 | -5.1 | 3.9 | -1.1 | -0.2 | 3.2

Screens from PubChem.

An unsorted share of the library (roughly 2.9% active in at least one column).
